Pol eta inh – DNA polymerase eta (human) inhibition. Q9Y253. hit rate 1.2% among 390,000. Potency, µM (doses to about 114 µM), for inactives: at the top dose activity change, negative = inhibition, most hits filed as inhibitors. recombinant Pol eta, fluorescent DNA replication assay. AID 588591; further: potency means the concentration at half of the fitted maximal effect; on the % scale 0 is the no-effect control and ±100 the full control effect
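Pol eta at 10 nM preincubated with compounds 15 min at room temperature; reaction started with fluorescent substrate (50 nM final) and read kinetically at 0 and 10 min.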
Anesthetic bind – binds horse apoferritin like a general anesthetic; P02791; apoferritin/1-aminoanthracene competitive binding, fluorescence; Potency, µM (highest dose often 77.5 µM), for the others: at the top dose activity change, negative = displacement, actives largely listed as inhibitors; hit rate 0.074% among 350,000; further: potency means the concentration at half of the fitted maximal effect; on the % scale 0 is the no-effect control and ±100 the full control effect; nearly all actives have a fitted effect of over 20% in size
Target sequence (P02791 2-175 limits assumed): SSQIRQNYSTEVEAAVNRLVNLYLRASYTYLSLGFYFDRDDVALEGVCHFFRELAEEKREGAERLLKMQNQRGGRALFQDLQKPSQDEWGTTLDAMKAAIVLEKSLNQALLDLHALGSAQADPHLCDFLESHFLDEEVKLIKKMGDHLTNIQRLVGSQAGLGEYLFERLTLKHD
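Concentration-response curves derived by four-parameter Hill fitting of normalized fluorescence, where compounds displaced 1-AMA from 10 uM horse apoferritin following a brief 10 min room-temperature incubation; propofol titration acted as positive control.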
RGS4 inh – inhibitors of human regulator of G protein signaling 4. P49798. Transcreener GDP fluorescence polarization, RGS4-accelerated GTP hydrolysis. Potency, µM (doses to about 114 µM), for the others: top-dose activity change, negative = inhibition, actives largely listed as inhibitors. hit rate 0.039% among 390,000. AID 504845; further: potency means the concentration at half of the fitted maximal effect; on the % scale 0 is the no-effect control and ±100 the full control effect; nearly all actives have a fitted effect of over 75% in size; some results filed as inactive show a strong effect at the top dose
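MLSMR compounds (23 nl, pin-transferred) preincubated 10 min at room temperature with a 500nM (2x) first reagent, then RGS4 at 900nM (2x) plus Transcreener GDP mix added; fluorescence polarization (620/688 nm) read before and after 90 min at 30 °C.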
ALOX12 inh – inhibitors of human 12S-lipoxygenase ALOX12; purified 12hLO, xylenol orange hydroperoxide absorbance; P18054; Potency, µM (highest dose often 108 µM), inactives show at the highest dose activity change, negative = inhibition, usual class: inhibitors; hit rate 1.1% among 580,000; further: potency means the concentration at half of the fitted maximal effect; on the % scale 0 is the no-effect control and ±100 the full control effect
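Purified human 12hLO (150 nM final) in 25 mM Hepes, 0.01% Triton X-100, pH 7.0 was preincubated 15 min at room temperature with compound. Then 40 uM arachidonic acid was added, 30 min. Hydroperoxide was read by Fe-XO absorbance ratio 573/405 nm.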
POLB inh – inhibitors of human DNA polymerase beta; P06746; Pol beta primer extension/strand displacement, fluorescence kinetic; Potency, µM (top dose mostly 114 µM), for inactives: top-dose activity change, negative = inhibition, usual class: inhibitors; hit rate 1.3% among 340,000; further: potency means the concentration at half of the fitted maximal effect; on the % scale 0 is the no-effect control and ±100 the full control effect
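Reaction started by 50 nM substrate onto compound-treated Pol beta (10 nM, 15 min preincubation, room temperature); plates read at 0 min and 10 min. Normalized concentration-effect data fitted by four-parameter Hill equation.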
APE1 inh – APE1 (human) endonuclease inhibition. P27695. recombinant APE1, TAMRA/BHQ-2 abasic DNA cleavage fluorescence. Potency, µM (highest dose often 65.8 µM), for the others: top-dose activity change, negative = inhibition, hits mostly inhibitors. hit rate 0.35% among 350,000. AID 2517;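 further: potency means the concentration at half of the fitted maximal effect; plate controls were vehicle for no effect and reference inhibitor for full effect; nearly all actives have a fitted effect of over 55% in size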
Target sequence (P27695 whole entry, looked up): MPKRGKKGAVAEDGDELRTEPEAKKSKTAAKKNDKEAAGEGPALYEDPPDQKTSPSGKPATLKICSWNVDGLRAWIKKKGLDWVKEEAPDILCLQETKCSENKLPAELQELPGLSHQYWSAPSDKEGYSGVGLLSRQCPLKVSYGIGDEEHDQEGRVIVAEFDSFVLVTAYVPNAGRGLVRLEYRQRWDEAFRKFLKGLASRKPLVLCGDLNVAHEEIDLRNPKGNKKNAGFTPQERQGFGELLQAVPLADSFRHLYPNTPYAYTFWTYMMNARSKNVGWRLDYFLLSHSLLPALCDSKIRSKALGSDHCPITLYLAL
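Substrate: short duplex with […] THF abasic site, 5'-TAMRA and 3'-BHQ-2, 50 nM final. APE1 at 0.75 nM, preincubated 15 min RT with compound. Fluorescence increase from first to third read measured activity.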
ERG Ets-DNA blk – inhibitors of human ERG Ets domain-DNA interaction; fluorescence polarization, His-ERG Ets domain / labelled DNA; hit rate 0.028% among 370,000; Potency, µM (series often up to 76.9 µM), inactives show top-dose FP activity, negative = inhibition, most hits filed as inhibitors; P11308; AID 624246; active means well fitted inhibition curve with a large enough effect in the polarisation, with a control signal flat; inconclusive means small, poorly fitted or top-dose-only effect, or effect the other way, or a change in a side signal; inactive means no such curve, though single readings can be large or run the other way; the % refers to the polarisation;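 further: polarization taken with two DNA probes labelled with fluorescein and Texas red; potency means the concentration at half of the fitted maximal effect; % of control where 0% means no effect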
Target sequence (P11308 whole entry, looked up, the tested form may be a part): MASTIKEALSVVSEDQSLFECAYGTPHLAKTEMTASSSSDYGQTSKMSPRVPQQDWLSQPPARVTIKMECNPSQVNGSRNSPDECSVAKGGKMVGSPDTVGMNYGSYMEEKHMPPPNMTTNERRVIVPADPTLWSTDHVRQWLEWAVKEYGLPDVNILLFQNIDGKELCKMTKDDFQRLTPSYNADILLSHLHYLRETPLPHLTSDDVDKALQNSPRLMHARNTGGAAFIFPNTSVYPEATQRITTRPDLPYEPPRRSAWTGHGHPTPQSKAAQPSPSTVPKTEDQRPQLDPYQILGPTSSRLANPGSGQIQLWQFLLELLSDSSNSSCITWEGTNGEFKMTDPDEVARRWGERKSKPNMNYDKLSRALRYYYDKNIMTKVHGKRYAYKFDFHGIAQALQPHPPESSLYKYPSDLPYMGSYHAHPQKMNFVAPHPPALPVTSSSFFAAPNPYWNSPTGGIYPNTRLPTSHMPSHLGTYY
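His-tagged ERG Ets domain (1 uM in the protein solution; 300mM KCl, 50mM Tris-HCl, 1mM EDTA, 1mM DTT, pH 7.5) received compound, then a probe mix of 5 nM fluorescein-DNA and 100nM Texas-615-DNA. Fluorescence polarization was read for both dyes.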
Pol kappa inh – inhibitors of human DNA polymerase kappa; Q9UBT6; purified Pol kappa, fluorescent DNA synthesis assay, 10 min; Potency, µM (titrated, usually from 107 µM), for inactives: at the highest dose activity, negative = inhibition, actives largely listed as inhibitors; hit rate 0.53% among 400,000; AID 588579; further: potency means the concentration at half of the fitted maximal effect; on the % scale 0 is the no-effect control and ±100 the full control effect
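10 nM Pol kappa was preincubated with compounds for 15 min at room temperature. Reaction started with 50 nM (final) substrate. Fluorescence read kinetically at 0 and 10 min.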
LDHA inh – blocks human lactate dehydrogenase A. P00338. purified LDHA, NADH/diaphorase-resazurin fluorescence; active compounds read low. activity change, % (values are at about 110 or 230 µM). hit rate 0.15% among 480,000; in the data active means activity change below about -30%; inconclusive means mostly about -25% to -30%;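 further: plate controls were DMSO wells for no effect and wells without enzyme for full effect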
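Remaining NADH was detected by diaphorase (0.133 mg/mL) converting 37 µM resazurin to fluorescent resorufin, read at 0 and 20 minutes. The preceding 5-minute room-temperature reaction used 2 nM LDHA, 0.2 mM sodium pyruvate and 0.06 mM NADH at pH 7.4.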
An asterisk follows results filed as active; ? = inconclusive; nt = not tested or not shown; & = joins results of further samples; [ ] = another dose, or the depositor's remark. Unless noted, the call rests on the fitted dose curve; in most records, active means well fitted curve in the direction sought with a large enough effect; inconclusive means small, poorly fitted or top-dose-only effect, or another doubt; inactive means no such curve, though single readings can be large; an effect the other way counts as inactive or inconclusive. The list is partial. The share of hits here may be higher or lower than overall.

no. | mol | ERG Ets-DNA blk | POLB inh | Pol kappa inh | Anesthetic bind | APE1 inh | RGS4 inh | LDHA inh | Pol eta inh | ALOX12 inh
1 | COc1cccc(COc2nc3c(c(=O)n(C)c(=O)n3C)n2C)c1 | -17% | 2% | -5% | -12% | 1% | 0% | -2 | -1% | 85%[activator][57.4 µM]
2 | COc1ccc(S(=O)(=O)N2CCC(C(=O)NCC(c3cccs3)N(C)C)CC2)cc1 (centres undefined) | -5% | 39% | -2% | -8% | -3% | 12% | -5 | -5% | -9%
3 | CCc1nc(CN2CCN(c3cc(C(F)(F)F)ccn3)CC2)c(C)[nH]1 | 12% | 10% | -5% | 3% | 10% | 15% | -4 | -7% | 0%
4 | COc1cccc(C(=O)CSc2nc3ccccc3n2CC(=O)N(C(C)C)C(C)C)c1 | 6% | 29% | -7% | -6% | ? | 8% | -4 | -4% | 145%[activator]
5 | CN(c1ccccc1)S(=O)(=O)c1ccc(NC(=O)c2nc(S(C)(=O)=O)ncc2Cl)cc1 | 10%&0% | 0%&26% | -1%&4% | ? | -15% | ? | -4&0 | -7%&-9% | ?
6 | O=C(NC1(C(F)(F)F)NC(=O)N(Cc2ccccc2)C1=O)c1cccs1 (centres undefined) | 0% | nt | -7% | nt | nt | 20% | -1 | -1% | -3%
7 | CC(=O)Nc1ccc(Nc2c([N+](=O)[O-])c(=O)n(-c3ccccc3)c3ccccc23)cc1 | -7% | 3% | -3% | -5% | 1% | -15% | 1 | ? | 0%
8 | CCCCN(C)CCCNC(=O)C1(O)c2ccccc2NC(=O)N1c1ccc(Cl)cc1 (centres undefined) | -2% | 31% | 1% | 7% | 17% | -7% | -1 | -18% | 69%[activator]
9 | CCn1c(CSc2nc3ccccc3s2)nnc1SCC(=O)c1ccc2c(c1)OCCO2 | -1% | 6% | -8% | ? | -4% | -11% | -17 | 4% | 17%
10 | Cc1nn(CC(=O)Nc2nnc(CC(=O)N3CCCC3)s2)c(=O)c2ccccc12 | -2% | -22% | -9% | -4% | -1% | -6%[11.4 µM] | -9 | -3% | 0%
11 | CC(=O)Nc1ccccc1-c1nc2ccc(C(=O)N3CCN(c4cccc(C)c4)C(C)C3)cc2[nH]c1=O (centres undefined) | -4% | 6% | -16% | ? | 1% | -11% | 5 | -8% | -8%
12 | CCCC(c1nnnn1CC(=O)OCC)N(Cc1cc2c(C)cc(C)cc2[nH]c1=O)C1CCCC1 (centres undefined) | -10% | 8% | -17% | -1% | 15% | -4% | -4 | -5% | ?
13 | COc1ccccc1-c1c(C#N)c(N)nc2c1CCC2 | -7% | 1% | 3% | -3% | 6% | -15% | 0 | -16% | 32%[activator]
14 | O=C(NCC(c1ccco1)N1CCCC1)c1ccc(Cl)c(S(=O)(=O)N2CCc3ccccc32)c1 (centres undefined) | 32%[activator] | nt | -17% | nt | -1% | ? | -3 | -17% | 8%
15 | CCN1C(=O)C2(C(C(=O)c3ccc(C)o3)=C(O)C(=O)N2CCCN(C)C)c2ccccc21 (centres undefined) | -3% | 31% | -18% | -6% | 6% | -34% | 9 | -7% | ?
16 | CCOCCOC(=O)C(C)Sc1n[nH]c(=O)[nH]c1=O (centres undefined) | -1% | 9% | 3% | -13% | 16% | -2% | -7 | 2% | -11%
17 | CC12COC3(C(=O)Nc4nccs4)CC1CCC32C (centres undefined) | -8% | 77% | -4% | ? | -1% | -3%[11.4 µM] | -1 | -2% | 0%
18 | COC(=O)c1ccc(OC(=O)CCc2cc(OC)c(OC)c(OC)c2)cc1 | -3% | -11% | -14% | -5% | 11% | 4% | 0 | -5% | -9%
19 | O=C1c2nccnc2C(=O)N1c1ccc(F)cc1 | 4% | 2% | 0% | -3% | -3% | -13% | -3 | -21% | -5%
20 | CC(C)(C)c1ccc2c(c1)N(CC(=O)NCCCN1CCN(c3ccccc3F)CC1)C(=O)CO2 | 5% | 1% | 0%[60.1 µM] | -8% | nt | -8% | -4 | -12% | 0%
21 | COc1ccc(CNC(=O)C2CC(c3ccc(C(F)(F)F)cc3)=NO2)cc1 (centres undefined) | -1% | -8% | -15% | 0% | 3% | -45% | -3 | -3% | ?
22 | Cc1ccc(C)c(N2CCN(C(=O)CCc3nc(-c4ccc(Cl)cc4)no3)CC2)c1 | 3% | nt | -7% | nt | -4% | 10% | 3 | -5% | -19%
23 | CCCNC(=O)C1CN(S(=O)(=O)c2ccc(C)cc2)c2ccccc2O1 (centres undefined) | 8% | 24% | 2% | -13% | 41% | -31% | -3 | -21% | 11%
24 | COc1ccc(NC(=O)CSc2nc3ccccc3c(=O)n2CCC(=O)NC2CCCCC2)c(OC)c1 | -4% | 25% | -9%[60.1 µM] | 4% | nt | 26% | 2 | 5% | -25%
25 | COc1cccc(CN(C)C(=O)Nc2cccc(C(F)(F)F)c2)c1OC | -7% | 17% | -24% | -6% | 3% | 12% | -3 | -8% | -24%
26 | O=C1C=C(NC(=O)Nc2ccc(Cl)c(Cl)c2)CCC1 | -1% | 23% | -4% | -2% | 0% | 16% | -11 | -7% | -14%
27 | CC1CCCC(NC(=O)c2ccc3c(c2)NC(=O)CS3)C1C (centres undefined) | -3% | 3% | -29% | 2% | 45% | 11% | -3 | -17% | 1%
28 | COc1ccccc1CNC(=O)c1ccc2c(c1)N(Cc1cc(C)ccc1C)C(=O)c1ccccc1S2 | 4% | -1% | -4%[60.1 µM] | -6% | nt | -15% | -10 | -16% | -8%
29 | O=Cc1ccc(F)c([B-](F)(F)F)c1 | -2% | nt | -11% | nt | nt | 40% | -11 | -7% | 12%
30 | Cc1ccc(-c2nn(CC(=O)NCCN3CCOCC3)c(=O)c3ccccc23)cc1 | 0% | -12% | -10% | -23% | -2% | 23% | -7 | ? | 0%

An excerpt from above in order of number of heavy atoms, high to low:
no. | mol | ERG Ets-DNA blk | POLB inh | Pol kappa inh | Anesthetic bind | APE1 inh | RGS4 inh | LDHA inh | Pol eta inh | ALOX12 inh
12 | CCCC(c1nnnn1CC(=O)OCC)N(Cc1cc2c(C)cc(C)cc2[nH]c1=O)C1CCCC1 (centres undefined) | -10% | 8% | -17% | -1% | 15% | -4% | -4 | -5% | ?
7 | CC(=O)Nc1ccc(Nc2c([N+](=O)[O-])c(=O)n(-c3ccccc3)c3ccccc23)cc1 | -7% | 3% | -3% | -5% | 1% | -15% | 1 | ? | 0%
6 | O=C(NC1(C(F)(F)F)NC(=O)N(Cc2ccccc2)C1=O)c1cccs1 (centres undefined) | 0% | nt | -7% | nt | nt | 20% | -1 | -1% | -3%
29 | O=Cc1ccc(F)c([B-](F)(F)F)c1 | -2% | nt | -11% | nt | nt | 40% | -11 | -7% | 12%

Complete entries as entered above:
Record of CCOCCOC(=O)C(C)Sc1n[nH]c(=O)[nH]c1=O (centres undefined) : ERG Ets-DNA blk = -1%; POLB inh = 9%; Pol kappa inh = 3%; Anesthetic bind = -13%; APE1 inh = 16%; RGS4 inh = -2%; LDHA inh = -7; Pol eta inh = 2%; ALOX12 inh = -11%
Record of CC12COC3(C(=O)Nc4nccs4)CC1CCC32C (centres undefined) : ERG Ets-DNA blk = -8%; POLB inh = 77%; Pol kappa inh = -4%; Anesthetic bind = ?; APE1 inh = -1%; RGS4 inh = -3%[11.4 µM]; LDHA inh = -1; Pol eta inh = -2%; ALOX12 inh = 0%

Down the list, quoted from above.
Pol kappa inh, entries 23–30 → 2%, -9%[60.1 µM], -24%, -4%, -29%, -4%[60.1 µM], -11%, -10%
LDHA inh, entries 23–30 → -3, 2, -3, -11, -3, -10, -11, -7
ERG Ets-DNA blk, entries 23–30 → 8%, -4%, -7%, -1%, -3%, 4%, -2%, 0%

Continuation.
no. | mol | ERG Ets-DNA blk | POLB inh | Pol kappa inh | Anesthetic bind | APE1 inh | RGS4 inh | LDHA inh | Pol eta inh | ALOX12 inh
31 | O=C(N/N=C\c1ccc(Sc2ccccn2)o1)c1cccc(Br)c1 | -11% | -3% | -13% | -9% | 10% | -10% | -1 | -13% | 0%
32 | CCOc1ncccc1C(=O)OCC(=O)Nc1cc(C(C)(C)C)ccc1OC | 0% | nt | -12% | nt | -26% | -3% | -6 | -20% | 289%[activator]
33 | NC(N)=N/N=C/c1ccccc1OC(F)F | 2% | 4% | -8% | -5% | 8% | -24% | -5 | -16% | 3%
34 | C#CCOCCOCCOCCNc1nc(N2CCN(C(=O)CCCCCCCCCCNC(=O)Cn3cc(CCCCCN)nn3)CC2)nc(N2CCN(C(=O)CCCCCCCCCCNC(=O)[C@H]([C@@H](C)CC)n3cc(CCCCCN)nn3)CC2)n1 | 8% | nt | 7% | nt | -12% | ? | 0 | ? | nt
35 | Cc1cccc(C)c1NC(=O)Cn1c(=O)c2cccn2c2ccccc21 | 1% | 2% | 3% | -3% | 9% | -5% | -8 | -2% | 0%
36 | Cc1ccccc1CC(=O)NC1CCN(C)CC1 | -4% | 38% | -4% | 0% | 15% | -12% | -2 | 1% | -11%
37 | COc1ccc(C(CNc2ccc(S(C)(=O)=O)cc2[N+](=O)[O-])N(C)C)cc1OC (centres undefined) | 7% | 16% | -6% | -6% | 7% | 6% | 3 | -14% | 11%
38 | Cc1nc2nc(CNC(=O)c3cccc(F)c3)nn2c(C)c1CCC(=O)Nc1ccc(F)cc1 | 1% | 24% | 1% | -18% | nt | -12% | -3 | -9% | -7%
39 | COc1cc2c(cc1OC)[C@H](C)N(C(=O)COc1ccccc1)CC2 | 8% | 13% | 8% | -11% | -2% | -7% | -2 | -22% | 14%

Screening data: PubChem, National Center for Advancing Translational Sciences (NCATS)
